Pol eta inh: DNA polymerase eta (human) inhibition; Potency, µM (series often up to 114 µM), without a hit: top-dose activity change, negative = inhibition, actives largely listed as inhibitors; recombinant Pol eta, fluorescent DNA replication assay; Q9Y253; 1.2% of 390,000 active; further: potency means the concentration at half of the fitted maximal effect; on the % scale 0 is the no-effect control and ±100 the full control effect
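Pol eta at 10 nM preincubated with compounds 15 min at room temperature; reaction started with fluorescent substrate (50 nM final) and read kinetically at 0 and 10 min.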
Pol beta inh: blocks human DNA polymerase beta activity. Pol beta primer extension/strand displacement, fluorescence kinetic. P06746. Potency, µM (titrated, usually from 114 µM), without a hit: at the top dose activity change, negative = inhibition, most hits filed as inhibitors. 1.3% of 340,000 active. AID 485314; further: potency means the concentration at half of the fitted maximal effect; on the % scale 0 is the no-effect control and ±100 the full control effect
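Homogeneous kinetic assay of primer extension and strand displacement by 10 nM Pol beta, preincubated 15 min at room temperature with compound before 50 nM substrate (final) was added. Read at 0 and 10 min; four-parameter Hill fit.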
POLK inh: DNA polymerase kappa (human) inhibition | Q9UBT6 | purified Pol kappa, fluorescent DNA synthesis assay, 10 min | Potency, µM (doses to about 107 µM), inactives show top-dose activity, negative = inhibition, hits mostly inhibitors | 0.53% of 400,000 active | AID 588579; further: potency means the concentration at half of the fitted maximal effect; on the % scale 0 is the no-effect control and ±100 the full control effect
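Here, compound and 10 nM enzyme are combined for 15 min at room temperature; adding 50 nM substrate (final) starts DNA synthesis, tracked by fluorescence at 0 and 10 min against buffer-only wells.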
LDHA block: inhibitors of human lactate dehydrogenase A | 0.15% of 480,000 active | activity change, % (values are at about 110 or 230 µM) | P00338 | purified LDHA, NADH/diaphorase-resazurin fluorescence; stronger effect = lower value | AID 1347041; in the data active means activity change below about -30%; inconclusive means mostly about -25% to -30%;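 further: plate controls were DMSO wells for no effect and wells without enzyme for full effect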
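Resorufin fluorescence (ex540/em590), read at 0 and 20 min after diaphorase/resazurin addition, reports the NADH left after a 5 min room-temperature reaction of 2 nM human LDH5 with 0.06 mM NADH and 0.2 mM pyruvate.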
ALOX12 inh: blocks human arachidonate 12S-lipoxygenase | 1.1% of 580,000 active | AID 1671190 | purified 12hLO, xylenol orange hydroperoxide absorbance | Potency, µM (titrated, usually from 108 µM), for the others: at the highest dose activity change, negative = inhibition, most hits filed as inhibitors; further: potency means the concentration at half of the fitted maximal effect; on the % scale 0 is the no-effect control and ±100 the full control effect
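Purified human 12hLO at 150 nM in 25 mM Hepes, 0.01% Triton X-100, pH 7.0, preincubated 15 min at room temperature with compound. Reaction started with 40 uM arachidonic acid, 30 min at room temperature. Hydroperoxide measured by Fe-xylenol orange, 573/405 nm absorbance ratio.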
RGS4 inh: blocks human RGS4-accelerated GTP hydrolysis | P49798 | Transcreener GDP fluorescence polarization, RGS4-accelerated GTP hydrolysis | Potency, µM (titrated, usually from 114 µM), for inactives: at the highest dose activity change, negative = inhibition, usual class: inhibitors | 0.039% of 390,000 active; further: potency means the concentration at half of the fitted maximal effect; on the % scale 0 is the no-effect control and ±100 the full control effect; nearly all actives have a fitted effect of over 75% in size; some results filed as inactive show a strong effect at the top dose
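MLSMR compounds (23 nl, pin-transferred) preincubated 10 min at room temperature with a 500nM (2x) first reagent, then RGS4 at 900nM (2x) plus Transcreener GDP mix added; fluorescence polarization (620/688 nm) read before and after 90 min at 30 °C.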
APE1 inh: blocks human APE1 abasic DNA cleavage. P27695. recombinant APE1, TAMRA/BHQ-2 abasic DNA cleavage fluorescence. Potency, µM (highest dose often 65.8 µM), for the others: top-dose activity change, negative = inhibition, actives largely listed as inhibitors. 0.35% of 350,000 active. AID 2517;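 further: potency means the concentration at half of the fitted maximal effect; plate controls were vehicle for no effect and reference inhibitor for full effect; nearly all actives have a fitted effect of over 55% in size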
Target sequence (P27695 whole entry, looked up): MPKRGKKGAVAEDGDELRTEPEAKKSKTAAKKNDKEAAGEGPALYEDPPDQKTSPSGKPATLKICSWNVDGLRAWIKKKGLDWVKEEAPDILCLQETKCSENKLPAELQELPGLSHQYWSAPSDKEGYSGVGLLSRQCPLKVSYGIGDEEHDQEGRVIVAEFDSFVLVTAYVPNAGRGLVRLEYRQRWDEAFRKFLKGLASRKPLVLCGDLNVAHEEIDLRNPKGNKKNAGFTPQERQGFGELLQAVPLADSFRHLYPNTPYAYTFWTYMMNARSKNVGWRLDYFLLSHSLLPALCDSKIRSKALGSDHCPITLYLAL
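Enzyme (0.75 nM final) and test compound are incubated 15 min at room temperature before adding 50 nM quenched THF abasic-site duplex. Cleavage dequenches TAMRA, followed at 525/598 nm over three reads one minute apart.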
ERG Ets-DNA blk: blocks human ERG Ets domain binding to DNA; Potency, µM (series often up to 76.9 µM), for the others: top-dose FP activity, negative = inhibition, most hits filed as inhibitors; 0.028% of 370,000 active; P11308; fluorescence polarization, His-ERG Ets domain / labelled DNA; active means well fitted inhibition curve with a large enough effect in the polarisation, with a control signal flat; inconclusive means small, poorly fitted or top-dose-only effect, or effect the other way, or a change in a side signal; inactive means no such curve, though single readings can be large or run the other way; the % refers to the polarisation;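 further: polarization taken with two DNA probes labelled with fluorescein and Texas red; potency means the concentration at half of the fitted maximal effect; % of control where 0% means no effect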
Target sequence (P11308 whole entry, looked up, the tested form may be a part): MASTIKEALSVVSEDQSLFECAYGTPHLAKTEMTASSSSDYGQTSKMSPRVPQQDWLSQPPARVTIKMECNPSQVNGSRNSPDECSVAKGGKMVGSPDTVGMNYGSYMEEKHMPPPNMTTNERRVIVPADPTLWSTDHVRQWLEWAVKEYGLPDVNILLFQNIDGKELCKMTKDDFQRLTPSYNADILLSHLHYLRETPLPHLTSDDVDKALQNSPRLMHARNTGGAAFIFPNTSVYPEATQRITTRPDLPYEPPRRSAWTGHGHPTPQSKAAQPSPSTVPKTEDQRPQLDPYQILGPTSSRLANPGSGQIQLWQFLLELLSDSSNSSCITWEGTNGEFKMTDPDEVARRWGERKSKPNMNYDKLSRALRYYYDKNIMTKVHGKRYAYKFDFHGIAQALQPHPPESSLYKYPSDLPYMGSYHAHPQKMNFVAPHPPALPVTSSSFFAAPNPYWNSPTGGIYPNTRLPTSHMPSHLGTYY
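His-tagged ERG Ets domain (1 uM in the protein solution; 300mM KCl, 50mM Tris-HCl, 1mM EDTA, 1mM DTT, pH 7.5) received compound, then a probe mix of 5 nM fluorescein-DNA and 100nM Texas-615-DNA. Fluorescence polarization was read for both dyes.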
Apoferritin bind: binds horse apoferritin like a general anesthetic | P02791 | Potency, µM (doses to about 77.5 µM), inactives show top-dose activity change, negative = displacement, hits mostly inhibitors | AID 485281 | 0.074% of 350,000 active | apoferritin/1-aminoanthracene competitive binding, fluorescence; further: potency means the concentration at half of the fitted maximal effect; on the % scale 0 is the no-effect control and ±100 the full control effect; nearly all actives have a fitted effect of over 20% in size
Target sequence (P02791 2-175 limits assumed): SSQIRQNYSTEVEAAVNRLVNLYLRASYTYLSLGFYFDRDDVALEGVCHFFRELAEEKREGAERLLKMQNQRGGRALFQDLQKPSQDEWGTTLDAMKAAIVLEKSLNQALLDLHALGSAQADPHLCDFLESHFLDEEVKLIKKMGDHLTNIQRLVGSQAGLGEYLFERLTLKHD
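10 uM apoferritin + 50% sat. 1-AMA, PBS; cpd 10 min RT; Ex380/Em535 endpoint; normalized to free probe vs complex; 4-param Hill fit; propofol titration as pos. ctrl.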
* hit, by the source's call; ? = inconclusive; · = not tested or not shown; & = joins results of further samples; ! = repeats disagree; [ ] = dose if it differs, or a comment. Unless noted, the call rests on the fitted dose curve; in most records, active means well fitted curve in the direction sought with a large enough effect; inconclusive means small, poorly fitted or top-dose-only effect, or another doubt; inactive means no such curve, though single readings can be large; an effect the other way counts as inactive or inconclusive. Some of the compounds tested (hit frequency here may not be typical).

Each structure is followed by: POLK inh | LDHA block | Pol beta inh | APE1 inh | ALOX12 inh | ERG Ets-DNA blk | RGS4 inh | Pol eta inh | Apoferritin bind
(1) CCC(C)N1CC(C(=O)O)CC1=O (stereo not given)
→ -3%[60.1 µM] | -8 | 5% | 1% | 17% | · | -8% | 4% | -3%
(2) Cc1ccccc1OCCC(=O)OCC(=O)NC1CCS(=O)(=O)C1 (stereo not given)
→ -5% | -7 | · | -5% | 17% | -5% | 8% | -19% | ·
(3) Cc1ccc(F)cc1NC(=O)CCSc1nc(-c2ccco2)cc(C(F)(F)F)n1
→ -6% | -7 | 7% | · | -25% | 6% | -10% | -4% | ?
(4) CCn1c2c(c(=O)n3ncc(C(=O)Nc4cc(Cl)ccc4OC)c13)CN(Cc1ccc(OC)cc1)CC2
→ -12%[60.1 µM] | 0 | 29% | · | ? | 1% | -19% | -6% | -14%
(5) CCCCCn1c(CCCNC(=O)c2cccc(C)c2)nc2ccccc21
→ -5% | -1 | 6% | · | -5% | -6% | 8% | -5% | 28%
(6) C[C@H](NC(=O)c1ccco1)C(=O)N1CCCC1
→ -10% | -4 | 22% | 44% | -14% | 5% | 8% | -3% | 3%
(7) CC(C)(C)NC(=O)C(c1ccncc1)N(Cc1cccs1)C(=O)c1csnn1 (stereo not given)
→ -5% | -2 | 7% | -2% | 9% | -7% | -19% | -1% | -3%
(8) Cc1ccc(OCC(=O)N/N=C\c2cccs2)c([N+](=O)[O-])c1
→ -4% | -3 | -21% | -4% | -2% | 1% | -26% | -16% | -4%
(9) N#C/C(=C\c1ccc(Cl)cc1)C(=O)NCC1CCCO1 (stereo not given)
→ -4% | -13 | 5% | · | -24% | 0% | -33% | -9% | -5%
(10) CCCC[n+]1ccn(C2=C([O-])c3ccccc3C(=O)/C2=N\S(=O)(=O)c2ccccc2)c1
→ -5% | 18 | 25% | -2% | 37%[activator] | -3% | 36% | -7% | -13%
(11) COc1cccc(CNC(=O)C(NS(=O)(=O)c2ccc3c(c2)CCN3C(C)=O)C(C)C)c1 (stereo not given)
→ -5%&-8% | -11&-17 | 4%&-19% | 1% | 5%&1% | -10%&2% | 46%&-16% | 7%&4% | 7%&-4%
(12) O=c1sc2ccccc2c(N2CCN(c3ccccc3)CC2)c1[N+](=O)[O-]
→ -2% | -7 | 17% | 9% | 3% | -2% | 6% | -20% | -6%
(13) Cc1cc(Nc2ccccc2Cl)c2ccccc2n1
→ 1% | -16 | · | · | 288%[activator] | 2% | 22% | 7% | ·
(14) Cc1ccc(-c2cc3nc(-c4ccccc4)cc(N4CCC5(CC4)OCCO5)n3n2)cc1
→ -2% | 2 | -28% | 4% | 0% | 4% | -5% | -14% | -1%
(15) COC(=O)C1=C(C)N(Cc2ccccc2)C(=NCc2cc(OC)c(OC)c(OC)c2)N[C@H]1c1cccc(F)c1
→ 2% | 0 | 6%&23% | 38%&-6% | · | -9% | -12% | -20% | ?
(16) COCCNC(=O)CN1CCC(NC(=O)Nc2ccccc2)CC1
→ -14% | 0 | 0% | -6% | 0% | -5% | 39% | -4% | -6%
(17) COc1cccc(NC(=O)C(=O)NCCC2CCCCN2S(=O)(=O)c2ccccc2)c1 (stereo not given)
→ -16% | -7 | · | -18% | -6% | 2% | 12% | -4% | ·
(18) COc1ccc(N)cc1S(=O)(=O)Nc1ccccc1Cl
→ -1% | -11 | -2% | 0% | -11% | 5% | 0% | -18% | 1%
(19) COc1ccc(C(=O)N[C@H](C(=O)OCCCOC(=O)[C@@H](NC(=O)c2ccc(OC)cc2)C(C)C)C(C)C)cc1
→ -5% | -3 | · | · | -1% | 10% | -7% | 3% | ·
(20) O=C(CSc1cccc2cccnc12)Nc1cccc(S(=O)(=O)N2CCOCC2)c1
→ -18% | 0 | 67% | -2% | -5% | -12% | 25% | 6% | -15%
(21) O=C(Nc1nc2ccc(C(=O)N3CCCCC3)cc2s1)C1CCCCC1
→ -23% | -5 | 14% | 2% | 14% | -10% | -36% | -18% | -5%
(22) CC(C)CC(/C(O)=C(\C#N)c1nc2ccccc2[nH]1)N1C(=O)c2ccccc2C1=O (stereo not given)
→ -8% | -8 | -19% | -5% | ? | 5% | 15% | ? | -18%
(23) Cc1ccnn1CCC(=O)N1CCCC(CCC(=O)NCc2ccccc2F)C1 (stereo not given)
→ 1% | -1 | 38% | 11% | 0% | 4% | -12% | -19% | -4%
(24) CC(=O)c1cccc(NC(=O)c2ccc3nc(C(C)C)oc3c2)c1
→ -8%[60.1 µM] | -11 | 27% | · | -14% | 5% | 10% | 4% | -7%
(25) CCN1C(=O)N[C@H](c2ccccc2)C(C(C)=O)=C1C
→ -1% | -3 | · | 13%[12.4 µM] | -20% | 14% | -8% | 2% | ·
(26) Clc1ccc(N2CCN(c3nc4nonc4nc3N3CCSCC3)CC2)nc1
→ 6% | -4 | 3% | 4% | 7% | -6% | -10% | -4% | -11%
(27) CCOc1ccccc1OCCCC(=O)NNC(=O)c1cc(C)oc1C
→ -7% | -1 | · | 0% | 16% | 18% | -3% | -14% | ·
(28) O=C(CSc1ncn(-c2ccccc2)n1)N1CCN(c2ccccc2)CC1
→ -1% | -4 | 6% | 3% | -12%[57.4 µM] | 6% | -11% | 11% | 1%
(29) O=C(N/N=C/C=C/c1cccc([N+](=O)[O-])c1)c1ccncc1
→ -6% | 3 | 4% | 6% | 172%[activator] | 10% | -30% | -19% | -7%
(30) Cc1onc(-c2ccccc2Cl)c1C(=O)N1CCOC12CCCCC2
→ 1% | -3 | 13% | 4% | 28% | -3% | 7% | -18% | -6%

Single records, from the list above. Values in the order: POLK inh	LDHA block	Pol beta inh	APE1 inh	ALOX12 inh	ERG Ets-DNA blk	RGS4 inh	Pol eta inh	Apoferritin bind
O=C(CSc1cccc2cccnc12)Nc1cccc(S(=O)(=O)N2CCOCC2)c1 is listed with -18%	0	67%	-2%	-5%	-12%	25%	6%	-15%
CC(=O)c1cccc(NC(=O)c2ccc3nc(C(C)C)oc3c2)c1 is listed with -8%[60.1 µM]	-11	27%	·	-14%	5%	10%	4%	-7%
COCCNC(=O)CN1CCC(NC(=O)Nc2ccccc2)CC1 is listed with -14%	0	0%	-6%	0%	-5%	39%	-4%	-6%
CC(C)(C)NC(=O)C(c1ccncc1)N(Cc1cccs1)C(=O)c1csnn1 (stereo not given) is listed with -5%	-2	7%	-2%	9%	-7%	-19%	-1%	-3%
CCN1C(=O)N[C@H](c2ccccc2)C(C(C)=O)=C1C is listed with -1%	-3	·	13%[12.4 µM]	-20%	14%	-8%	2%	·

Continuation:
Each structure is followed by: POLK inh | LDHA block | Pol beta inh | APE1 inh | ALOX12 inh | ERG Ets-DNA blk | RGS4 inh | Pol eta inh | Apoferritin bind
(31) O=C(NC1CCCC1)c1cc(-c2cccs2)on1
→ -3%&13% | -39*! | 21% | -1% | 5%&15% | -3% | -12% | -9% | -9%
(32) COc1ccc(NCc2cc3ccc(OC)cc3n(CC(=O)Nc3cc(Cl)ccc3C)c2=O)cc1
→ -6% | 2 | -1% | · | -14% | 1% | 4% | -9% | -4%
(33) CCCCNC(=O)CC(C(=O)N1CCc2ccccc21)n1ccnc1 (stereo not given)
→ -16% | -2 | -5% | 13% | 21% | -2% | 6% | -3% | -5%
(34) CC(Sc1n[nH]c(=O)n1Cc1ccccc1)C(=O)NC1CCCCC1C (stereo not given)
→ -1% | -2 | · | -1% | 1% | 12% | 11% | 3% | ·
(35) CCOC(=O)N1CCN(C(=O)CSC2=NS(=O)(=O)c3ccccc3N2)CC1
→ -26% | -4 | · | 39% | 18% | 10% | 19% | -8% | ·
(36) COC(=O)c1c(C)[nH]c(C)c1-c1ccc(C)cc1
→ 10% | -2 | ? | -2% | 225%[activator] | 7% | -12% | -14% | -9%
(37) CC(C)Cc1nc(N2CCOCC2)c(C#N)c2c1CCC2
→ -14% | -1 | 22% | 9% | ? | 1% | 41% | -4% | -20%
(38) Cc1c(NC(=O)CN2CCN(c3cccc(Cl)c3)CC2)c(=O)n(-c2ccccc2)n1C
→ 5% | -5 | 1% | 1% | -13% | 13% | 16% | -6% | -14%
(39) COc1cccc(C(=O)Nc2c(C(=O)c3ccc(F)cc3)oc3ccccc23)c1
→ -15% | -9 | 45% | · | -24% | -15% | -13% | -12% | 14%
(40) CCOC(=O)CNC(c1ccccc1)c1cc(Br)ccc1NC(C)=O (stereo not given)
→ 1% | -2 | -13% | 5% | 0% | 3% | -35% | -13% | -10%
(41) COc1ccc(C2C3=C(CCCC3=O)Nc3nc(C(F)(F)F)nn32)cc1OC (stereo not given)
→ 3% | 2 | 3% | 0% | -3% | -1% | 31% | -9% | 14%
(42) Cc1ccc(CSc2nc3[nH]ncc3c(=O)[nH]2)cc1
→ 2%[60.1 µM] | 2 | 11% | 3% | -4% | 18% | -19%[11.4 µM] | 3% | -11%
(43) Nc1c(Cl)cc(-c2csc(N3CCCC3c3nc4cc(Cl)c(Cl)cc4n3CCOCCO)n2)cc1Cl (stereo not given)
→ 6% | 1 | 3% | 25% | -5% | 5% | -30% | -19% | -11%
(44) Cc1noc(NS(=O)(=O)c2ccc(NC(=O)c3ccc(Br)o3)cc2)c1C
→ -25% | -4 | 3% | -4% | 0% | 7% | 40% | 6% | -10%
(45) CCCCCCCCSc1nnc(CSc2nc3nc(C)cc(C)n3n2)o1
→ 2% | 2 | 20% | -2% | -1% | · | -8% | -15% | ?

Screening results from PubChem BioAssay.
